HKDC1 inhibitor: HKDC1 (human) hexokinase inhibition; AID 493160; Q2TB90; 340,000 compounds, 0.16% hits; recombinant HKDC1, G6PDH/diaphorase resazurin coupled fluorescence; inhibition, % at 20 µM;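 active means inhibition above about 35% when tested at 20 µM, limit read from the data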;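 further: plate controls were DMSO wells with enzyme for no effect and DMSO wells lacking enzyme for full effect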
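Assay system – recombinant HKDC1 (HK5) hexokinase enzyme, produced in-house · Input – HKDC1 at 5 µg/mL · Reagent – glucose plus 1 mM ATP as hexokinase substrates · Timing – 90 min reaction incubation at room temperature, dark · Measured by – G6PDH/diaphorase-coupled fluorescence, 1 mM NADP, 100 µM resazurin, 525/613 nm · Benchmarks – DMSO-enzyme wells negative, buffer-substituted wells positive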
SENP1 FRET inh: SENP1 (human) catalytic domain inhibition | Q9P0U3 | recombinant SENP1 catalytic domain, CyPet-SUMO1-YPet FRET cleavage | inhibition, % at 10 µM | 360,000 compounds, 0.21% hits | AID 624204;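 active means inhibition at least 30% at 10 µM, raw YFP signal under a set limit, fluorescence ratio 0.5 to 1.5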;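 further: 0% = enzyme with DMSO and 100% = no enzyme wells; some results filed as inactive read as strong as hits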
Target sequence (Q9P0U3 419-644 limits assumed): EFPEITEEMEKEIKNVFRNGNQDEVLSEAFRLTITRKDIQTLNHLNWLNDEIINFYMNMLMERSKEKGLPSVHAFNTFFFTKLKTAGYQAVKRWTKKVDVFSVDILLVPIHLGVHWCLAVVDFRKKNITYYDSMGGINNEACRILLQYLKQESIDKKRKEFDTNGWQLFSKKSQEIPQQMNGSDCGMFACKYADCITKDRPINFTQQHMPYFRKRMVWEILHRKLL
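Material – human SENP1 catalytic domain · Input – SENP1 enzyme, 20 pM final · Compound dosing – single concentration of 10 µM compound, 0.5% DMSO final · Timing – enzyme reaction for 50 min at room temperature, dark · Measured by – FRET fluorescence in CFP and YFP emission channels · Control set – no-enzyme wells low, DMSO-plus-enzyme wells high control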
Apaf1 inhib: inhibitors of human Apaf-1 apoptosome | 330,000 compounds, 0.71% hits | AID 489030 | O14727 | reconstituted apoptosome caspase-3 activity, DEVD-Rh110 fluorescence | inhibition, % at 20 µM; active means inhibition of at least 40% at 20 µM;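 further: plate controls were DMSO wells for no effect and DEVD-CHO caspase inhibitor wells for full effect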
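Material: reconstituted apoptosome with Apaf-1, cytochrome c, caspase-9, procaspase-3, dATP / Buffer or medium: pH 7.5 Hepes buffer with CHAPS, BSA, DTT / Also added: cytochrome c with DEVD-Rh110 / Schedule: compound with Apaf-1, dATP, procaspase-3 30 min, then 50 min reaction, room temperature / Technique: rhodamine 110 fluorescence at Ex 480/Em 540 nm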
SENP8 block-1: inhibitors of human SENP8 protease | purified SENP8, Z-RLRGG-aminoluciferin cleavage, luminescence | inhibition, % at 10 µM | 330,000 compounds, 1.2% hits | AID 2540; in the data active means inhibition above about 50%
Target sequence (Q96LD8 whole entry, looked up): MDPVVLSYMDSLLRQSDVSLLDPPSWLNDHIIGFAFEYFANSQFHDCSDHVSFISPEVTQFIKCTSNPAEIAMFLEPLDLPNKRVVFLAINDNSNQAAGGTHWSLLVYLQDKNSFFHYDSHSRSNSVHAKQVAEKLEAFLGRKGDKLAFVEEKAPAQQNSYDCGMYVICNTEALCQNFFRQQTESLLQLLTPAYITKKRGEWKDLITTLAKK
SENP6 inh: blocks the human protease SENP6; Q9GZR1; inhibition, % at 10 µM; Recombinant SENP6 catalytic domain, aminoluciferin luminescence; 330,000 compounds, 1.8% hits;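 active means inhibition above about 50% at the single tested dose, limit read from the data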;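 further: plate controls were DMSO wells with enzyme for no effect and DMSO wells lacking enzyme for full effect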
Target sequence (Q9GZR1 628-1112 limits assumed): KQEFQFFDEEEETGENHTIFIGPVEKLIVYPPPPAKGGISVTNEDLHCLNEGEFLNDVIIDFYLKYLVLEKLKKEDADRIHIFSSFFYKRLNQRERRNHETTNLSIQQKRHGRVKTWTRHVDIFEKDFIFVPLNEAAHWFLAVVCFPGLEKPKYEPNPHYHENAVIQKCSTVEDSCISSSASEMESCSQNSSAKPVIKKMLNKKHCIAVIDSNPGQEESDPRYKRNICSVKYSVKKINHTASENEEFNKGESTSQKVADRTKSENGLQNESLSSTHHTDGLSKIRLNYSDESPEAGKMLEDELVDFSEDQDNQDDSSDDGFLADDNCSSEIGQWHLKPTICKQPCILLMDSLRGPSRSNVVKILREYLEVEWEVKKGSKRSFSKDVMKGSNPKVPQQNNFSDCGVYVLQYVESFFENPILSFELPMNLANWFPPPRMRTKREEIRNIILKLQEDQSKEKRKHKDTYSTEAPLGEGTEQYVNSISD
SENP8 block-2: SENP8 (human) protease inhibition | Q96LD8 | recombinant SENP8, Nedd8 substrate fluorescence | inhibition, % at 20 µM | 360,000 compounds, 0.64% hits | AID 602440; in the data active means inhibition mostly above about 40%, no sharp cut-off; inactive means mostly below about 27%
SENP7 inh: blocks the human protease SENP7; 330,000 compounds, 1.5% hits; AID 434973; inhibition, % at 5 µM; recombinant SENP7, Z-RLRGG-aminoluciferin luminescence, 40 min;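 active means inhibition above about 50% at the single test dose, limit read from the data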;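 further: plate controls were DMSO with enzyme for no effect and no enzyme buffer wells for full effect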
NALP3 yeast inh: NALP3 inhibition in yeast | AID 2825 | Yeast reconstituted NLRP3/ASC/caspase-1, beta-gal luminescence, 24 h | inhibition, % at 10 µM | 330,000 compounds, 0.39% hits;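 active means inhibition of 50% or more; inactive means inhibition below 50%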;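 further: plate controls were induced DMSO wells for no effect and uninduced yeast grown without galactose for full effect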
PfGluPho inh: PfG6PD (Plasmodium falciparum) enzyme inhibition. PfGluPho enzyme, NADPH resazurin-diaphorase fluorescence. inhibition, % at 20 µM. 350,000 compounds, 0.78% hits. AID 504690;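 active means inhibition reaching at least a set limit at 20 µM in the primary screen, cut at about 59% in these data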;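 further: 0% = DMSO wells with substrate and 100% = DMSO wells lacking glucose-6-phosphate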
An asterisk follows results filed as active; nt = no result given.

SMILES	HKDC1 inhibitor	SENP1 FRET inh	Apaf1 inhib	SENP8 block-1	SENP6 inh	SENP8 block-2	SENP7 inh	NALP3 yeast inh	PfGluPho inh
COc1cc2c(cc1OC)CN(C(=O)CSc1nc(N)c(C#N)cc1C#N)CC2	-3	-46	-3	3	3	-265	10	-6	11
Cc1ccc(S(=O)(=O)N2CCCCC2)cc1C(=O)c1nccn1C	-11	1	-23	-1	5	13	6	4	7
C=CCN1C(=O)NC(c2ccccc2)(C(F)(F)F)S/C1=C(\C#N)c1nnc(N2CCOCC2)n1-c1ccccc1 (stereo not drawn)	7	1	3	-1	-17	13	-5	22	-5
O=C(CCn1cnnn1)Nc1ccc(Cl)c(Cl)c1	-6	0	-2	-1	-1	9	-1	4	7
COc1cccc(NC(=O)CSc2ccc(-c3sc(C)nc3C)nn2)c1	4	1	8	3	-2	6	-1	11	11
CCCCN(CC)C(=O)Cc1ccc(Br)cc1	-9	1	2	-3	-11	12	4	25	-3
Cc1nc(N2CCC(C)CC2)c2c(C)c(C(=O)Nc3ccc(C)c(F)c3)sc2n1	13	1	17	1	-8	-42	3	20	6
CCCc1nc2ccccc2c(=O)n1CC(=O)c1ccccc1	-10	2	-2	5	-8	10	-1	8	22
Cc1cc(C)cc(NC(=O)C(=O)NCC2CCCO2)c1 (stereo not drawn)	2	-1	1	-3	5	-2	7	24	8
CC(=O)Nc1ccc(NC(=O)CSc2nc(C)nc3sc(C)c(C)c23)cc1	15	1	0	0	0	10	6	8	-48
O=C(COC(=O)C1CCN(c2ccc(C(F)(F)F)cn2)CC1)Nc1ccc(F)cc1[N+](=O)[O-]	-2	-1	18	-10	-25	5	-12	-1	-2
CCCCn1c(=O)c(Cc2ccccc2)c(O)c2ccccc21	-1	2	4	-5	-8	-107	-3	18	4
CCCOc1ccc(C(=O)Nc2cc(S(=O)(=O)N3CCOCC3)ccc2N2CCN(CC)CC2)cc1OC	-10	-3	nt	nt	nt	0	nt	nt	-1
COc1cccc(NC(=O)CN(C)C(=O)c2cc(C3CC3)nn2-c2ccccc2)c1	-1	0	3	1	4	9	12	0	-3
CC(C)(C#N)N([O-])C=C[N+](=O)C(C)(C)C#N	-6	2	-15	2	11	32	2	-4	-2
Cc1ccc(NC(=O)CSc2nnc(N)s2)cc1S(=O)(=O)N1CCCCC1	-6	3	11	-1	0	4	5	4	5
CN(C)S(=O)(=O)c1ccc(SCC(=O)Nc2cccc(S(=O)(=O)N3CCCC3)c2)nc1	0	0	nt	nt	nt	-13	nt	nt	34
O=C(CN(Cc1ccc(Cl)cc1)C(=O)c1csnn1)NCc1ccccc1	-5	2	4	3	5	6	-3	20	0
Brc1ccc2[nH]c3c(c2c1)CCC3	0	-14	7	-7	-24	-6	-11	9	-8
Cc1ccccc1CNS(=O)(=O)c1csc(C(N)=O)c1	0	0	-5	-1	9	12	4	3	-18
Cc1ccc(NC(=O)c2ccc(NCCCN3CCC(C)CC3)c([N+](=O)[O-])c2)cc1F	-6	23	-1	3	-9	27	3	15	1
CCCOCC1CC2(CC(C)(c3csc(N)n3)OC2=O)C(=O)O1 (stereo not drawn)	-2	2	3	5	-9	19	3	-2	-3
O=C(Nc1cccc(F)c1)c1ccccc1	0	1	1	-15	13	21	9	60*	5
CC(=O)Nc1ccccc1-c1nn[nH]n1	-6	1	-14	-2	-6	9	-2	8	7
Cc1c(C(c2ccc(C(=O)O)cc2)c2c(C)n(C)n(-c3ccccc3)c2=O)c(=O)n(-c2ccccc2)n1C	-4	2	4	6	-5	7	-2	10	-8
Cc1ccc(OC(=O)c2sc(Cl)nc2C)cc1C	10	0	1	-9	8	19	3	-3	-6
CCOC(=O)C(NC(C)=O)(Nc1ccc(F)cc1)C(F)(F)F (stereo not drawn)	-6	2	-4	-2	-23	25	-2	5	0
COc1ccc(CNC(=O)CN(c2ccc(C(C)C)cc2)S(=O)(=O)c2c(C)noc2C)cc1	-5	3	17	-4	-8	14	-7	10	-8
O=[N+]([O-])c1ccccc1Nc1cccc(F)c1	-2	1	nt	nt	nt	23	nt	nt	5
NCCCCCCNS(=O)(=O)c1cccc2c(Cl)cccc12	-5	1	23	-1	-10	6	-1	39	8
CCOC(=O)c1ccc2c(c1)n(CCCS(=O)(=O)[O-])c(/C=C/c1ccc(Cl)cc1)[n+]2CC	-5	0	1	-1	-8	-32	6	13	12
O=C(NCc1ccc(F)cc1)c1ccc(CS(=O)Cc2ccccc2Cl)o1 (stereo not drawn)	-3	2	-4	-4	12	9	-3	14	-10
Cc1ccc(S[C@@H](CCN2CC[C@H](O)CCC2=O)c2ccccc2)cc1	1	-1	7	-6	1	9	-2	4	32
CCOc1ccccc1NC(=O)NC(C)c1ccncc1 (stereo not drawn)	-8	0	-1	-5	-3	20	8	5	7
CCOC(=O)N1CCN(C(=O)CSc2ccc(-c3ccc(OC)c(OC)c3)nn2)CC1	1	-2	1	-4	-5	18	-5	14	14
COc1cccc2cc(C(=O)Nc3ccccc3C(=O)N3CCOCC3)oc12	-2	1	-1	0	-6	-13	2	12	-1
Cc1ccc(CSc2ccc(-c3cccs3)nn2)cc1	9	0	5	8	25	16	69*	11	-2
Nc1nonc1-n1nnc(C(=O)N/N=C/c2cccnc2)c1-c1ccccc1	-3	3	-6	-12	3	10	-9	13	9
CS(=O)(=O)Oc1ccc2c(c1)O/C(=C\c1cccc([N+](=O)[O-])c1)C2=O	5	2	17	-7	-3	-1	-10	16	-2
O=C(Cc1ccc([N+](=O)[O-])cc1)N/N=C/c1ccc([N+](=O)[O-])o1	2	2	8	3	25	34	11	12	17

Already shown: an excerpt of the list.
SMILES	HKDC1 inhibitor	SENP1 FRET inh	Apaf1 inhib	SENP8 block-1	SENP6 inh	SENP8 block-2	SENP7 inh	NALP3 yeast inh	PfGluPho inh
CS(=O)(=O)Oc1ccc2c(c1)O/C(=C\c1cccc([N+](=O)[O-])c1)C2=O	5	2	17	-7	-3	-1	-10	16	-2
O=C(Cc1ccc([N+](=O)[O-])cc1)N/N=C/c1ccc([N+](=O)[O-])o1	2	2	8	3	25	34	11	12	17

New compounds follow:
SMILES	HKDC1 inhibitor	SENP1 FRET inh	Apaf1 inhib	SENP8 block-1	SENP6 inh	SENP8 block-2	SENP7 inh	NALP3 yeast inh	PfGluPho inh
Cc1cc(C(F)(F)F)c2sc(N)nc2n1	-2	-21	5	-6	4	-83	-8	5	9
COc1ccc(OC(C)C(=O)Nc2cccc(F)c2)cc1 (stereo not drawn)	-2	1	-2	4	7	9	5	17	10
COCCCNC(=O)/C(C#N)=C/c1c(N2CCCCCC2)nc2ccccn2c1=O	-2	-94	7	21	-12	-287	8	10	-8
O=C(COC(=O)c1ccccc1F)NCc1ccc2c(c1)OCO2	-3	1	-1	0	5	9	4	1	6
Cc1ccc(N2C(=O)C(F)(F)C2c2ccccc2)cc1 (stereo not drawn)	-1	-1	7	-2	-12	10	-6	17	-3
CC(C)(C)NC(=O)C1CCC(CNc2c(N3CCCCC3)c(=O)c2=O)CC1 (stereo not drawn)	-5	1	-17	-3	-6	15	10	-8	-14
CC(C)Oc1ccc(C(=O)NC2(C(F)(F)F)NC(=O)N(CCCc3ccccc3)C2=O)cc1 (stereo not drawn)	0	5	-45	-8	-17	13	5	5	18
Cc1ccccc1Cn1nnc2c1C(=O)c1ccccc1C2=O	7	3	5	9	13	26	13	0	16
COc1ccc(CCNC(=O)c2noc(C(C)C)c2[N+](=O)[O-])cc1OC	-7	0	0	6	-7	7	1	17	-2
CCc1nnc(NC(=O)C2CC(=O)N(CCc3ccc(F)cc3)C2)s1 (stereo not drawn)	-2	1	1	2	2	-2	3	13	11
Cc1ccc(C(=O)N/C(=C/c2ccc(-c3cccc([N+](=O)[O-])c3)o2)C(=O)NC(C)C)cc1	1	4	19	4	-4	47*	2	14	44
CCCCCCSc1cc(C)nc2ncnn12	3	1	9	-4	-10	19	1	11	7
COCCNC(=O)CSc1nc2ccccc2c(=O)n1CCC(=O)NCCc1ccc(OC)c(OC)c1	-4	0	-9	2	-10	-1	-2	-1	-1
COc1ccc2c(c1)CC/C(=C\c1ccc(C)o1)C2=O	16	-10	2	11	7	-71	-2	21	44
O=S(=O)(c1ccc(N2CCCC2)nc1)N1CCCC1	-3	0	-3	3	-11	2	-6	4	-1
CSc1ccccc1NC(=O)CN1CC(C)OC(C)C1 (stereo not drawn)	-5	1	5	2	-6	8	2	-2	-11
O=C(NC1CCCc2ccccc21)C1CCN(c2nnc(-n3cccc3)s2)CC1 (stereo not drawn)	-4	0	10	1	4	7	0	16	-8
CCC(C)(C(=O)NC1CCCC1)N(CC1CCCO1)C(=O)c1ccc2c(c1)OCO2 (stereo not drawn)	-3	1	9	-2	-8	3	11	10	2
O=C(O)Cc1ccc(Nc2cnn(C34CC5CC(CC(CC(=O)O)(C5)C3)C4)c(=O)c2Cl)cc1	-4	2	-1	-12	-24	16	-8	1	-1
N#Cc1ccsc1NC(=O)COc1ccc(-c2nnco2)cc1	6	-6	-4	70*	87*	-37	71*	7	18
COc1ccccc1N1CCN(C(=O)Cn2ncc3c([nH]c4ccccc43)c2=O)CC1	-3	-1	6	5	-2	-5	-8	-3	12
CN(C(=O)c1cccc(NC(=O)Cc2ccc(NC(=O)C3CCCN(C(=O)C4CCC4)C3)cc2)c1)C1CCC1 (stereo not drawn)	1	1	nt	nt	nt	3	nt	nt	0
O=C(/C=C/c1ccc(Br)cc1)NC(=O)c1ccccc1O	0	-4	17	78*	87*	-32	64*	-22	4
Cc1cc(C)n(C2CCCCC2OC(=O)c2ccccc2)n1 (stereo not drawn)	-5	1	-4	0	-16	16	-5	19	-10
Cc1ccc2nc(SC(C)C(=O)N3CCCCC3)[nH]c2c1 (stereo not drawn)	0	1	4	-9	-5	0	0	20	-3
Cc1ccc2oc(C(=O)NCC(c3ccco3)N3CCCC3)c(C)c2c1 (stereo not drawn)	-2	-1	7	-6	-7	16	-7	14	-12
CCN(C(=O)CSc1nnc(COc2ccccc2F)n1N)c1c(N)n(Cc2ccccc2)c(=O)[nH]c1=O	4	-2	nt	nt	nt	5	nt	nt	0
COc1cc(NC(=S)NCc2cccnc2)cc(OC)c1OC	3	2	7	5	5	21	-7	-5	9
CCN(CC(=O)Nc1c(F)cccc1F)C(=O)c1nc2nc(C)cc(C)n2n1	-3	2	-3	6	-10	10	-2	16	-12
Cc1ccc(CN2CCN(CCCn3cnc4c(OCc5ccccc5)ncnc43)CC2)cc1	-6	-3	nt	nt	nt	4	nt	nt	-16
Cc1ccc(Br)cc1S(=O)(=O)Nc1cccnc1	6	-1	-11	0	12	1	-5	16	-11
COCCCN1C(=O)C(=O)/C(=C(/O)c2ccc(OCC(C)C)cc2)C1c1cccnc1 (stereo not drawn)	-8	-2	1	-1	-14	-43	7	5	-38
O=C(NCCS(=O)(=O)c1ccc(Br)cc1)c1ccc(F)cc1	-6	-1	-6	-6	-6	5	6	3	-8

Assay outcomes (PubChem BioAssay)
